Source: PubChem (several laboratories)
LAP4 TOR yeast = yeast TOR pathway LAP4-GFP modulation. AID 2023. 0.34% of 320,000 active. GFP response vs DMSO, % at 10 µM. S. cerevisiae LAP4-GFP multiplex, flow cytometry GFP, 3 h; median GFP as percent of DMSO wells;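 active means GFP response vs DMSO above a set limit, about the screen mean plus 3 SD, cut at about 150% in these data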
MEP2 TOR yeast = yeast TOR pathway MEP2-GFP modulation | S. cerevisiae MEP2-GFP strain, flow cytometry GFP, 3 h; 100% = DMSO control level | 0.51% of 330,000 active | GFP response vs DMSO, % at 10 µM | AID 2016;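 active means GFP response versus DMSO above a set limit, roughly screen mean plus 3 SD, cut at about 180% in these data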;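 further: median GFP fluorescence of the barcode-gated MEP2-GFP cells per well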
AGP1 TOR yeast = yeast TOR pathway AGP1-GFP modulation | S. cerevisiae AGP1-GFP multiplex flow cytometry, 3 h; GFP as percent of DMSO wells | GFP response vs DMSO, % at 10 µM | 0.02% of 320,000 active;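 active means GFP response relative to DMSO above a set limit, near screen average plus 3 SD, cut at about 150% in these data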;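 further: median GFP channel fluorescence of the gated AGP1 strain per well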
RPL19A TOR yeast = modulators of TOR pathway RPL19A-GFP in S. cerevisiae; AID 2025; S. cerevisiae RPL19A-GFP strain, flow cytometry, 3 h; hits give low values; percent response vs DMSO, % at 10 µM; 0.3% of 330,000 active;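 active means percent response vs DMSO below 50%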;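 further: median channel GFP fluorescence of the barcoded RPL19A-GFP strain; ratio of sample median GFP to plate DMSO average so 100% = DMSO; lower means less RPL19A-GFP as with rapamycin TOR inhibition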
AHR activator = activators of human aryl hydrocarbon receptor | AHR-responsive luciferase reporter cells, luminescence | P35869 | 2.5% of 320,000 active | activation, % at 5 µM; in the data active means activation above about 47%;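 further: 0% = vehicle wells and 100% = reference agonist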
Target sequence (P35869 whole entry, looked up): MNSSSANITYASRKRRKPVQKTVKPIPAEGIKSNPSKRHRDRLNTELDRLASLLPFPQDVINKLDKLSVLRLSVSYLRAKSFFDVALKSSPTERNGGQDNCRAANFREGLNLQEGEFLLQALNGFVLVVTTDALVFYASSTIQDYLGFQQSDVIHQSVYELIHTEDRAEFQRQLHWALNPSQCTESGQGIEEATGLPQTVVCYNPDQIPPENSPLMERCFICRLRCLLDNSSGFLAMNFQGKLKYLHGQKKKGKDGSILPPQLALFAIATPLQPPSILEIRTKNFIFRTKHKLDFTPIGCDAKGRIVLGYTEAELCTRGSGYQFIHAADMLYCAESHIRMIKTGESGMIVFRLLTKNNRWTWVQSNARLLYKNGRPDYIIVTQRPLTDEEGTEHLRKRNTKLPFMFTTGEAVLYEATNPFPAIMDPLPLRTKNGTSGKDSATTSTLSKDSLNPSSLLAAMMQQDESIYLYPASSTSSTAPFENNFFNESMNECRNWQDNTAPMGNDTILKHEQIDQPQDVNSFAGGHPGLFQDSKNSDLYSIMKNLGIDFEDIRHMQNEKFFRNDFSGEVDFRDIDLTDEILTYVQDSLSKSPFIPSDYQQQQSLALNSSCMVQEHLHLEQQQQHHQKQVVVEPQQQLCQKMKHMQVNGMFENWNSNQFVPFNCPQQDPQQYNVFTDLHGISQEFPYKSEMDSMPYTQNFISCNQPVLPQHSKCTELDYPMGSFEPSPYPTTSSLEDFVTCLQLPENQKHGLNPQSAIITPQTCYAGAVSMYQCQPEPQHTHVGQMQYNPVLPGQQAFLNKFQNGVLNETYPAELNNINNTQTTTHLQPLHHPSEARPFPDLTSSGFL
CR mimetic SO = yeast age-related superoxide inhibition as caloric restriction mimetic; S. cerevisiae aged cells, superoxide DHE fluorescence; hits give low values; superoxide response (% of plate mean), % at 10 µM; 0.18% of 330,000 active;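 active means superoxide response under a set limit, about three screen SD below normal, cut at about 65% in these data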;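 further: yeast aged for seven days with compound at 30 °C before DHE staining; 100% = average MFI of all compound-treated wells on the plate with controls excluded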
Efflux pump inh = inhibitors of Candida antifungal efflux pumps expressed in yeast | S. cerevisiae Candida pump triplex, Nile Red efflux | inhibition, % at 10 µM | 0.44% of 330,000 active | AID 485275;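 active means plate passing quality check with inhibition over a set limit, or well fluorescence over plate mean plus 4 SD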;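 further: Nile Red retained in pooled yeast measured as flow cytometry median fluorescence; 0% = buffer negative control and 100% = Enniatin B positive control; higher means more Nile Red kept so more efflux inhibition; some compounds called inactive have numbers as strong as hits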
CIT2-GFP yeast = yeast TOR pathway CIT2-GFP modulation; 0.065% of 320,000 active; S. cerevisiae CIT2-GFP strain, flow cytometry, 3 h; 100 means same as DMSO wells; AID 2029; GFP response vs DMSO, % at 10 µM;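 active means GFP response relative to DMSO above a set limit, near the screen mean plus 3 SD, cut at about 150% in these data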;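 further: ratio of well median GFP fluorescence to mean of DMSO wells on the plate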
An asterisk follows results filed as active; . = not tested or not shown.

No.	Molecule	AGP1 TOR yeast	Efflux pump inh	LAP4 TOR yeast	MEP2 TOR yeast	CIT2-GFP yeast	AHR activator	RPL19A TOR yeast	CR mimetic SO
1	CCCCNC(=O)c1cn(CC(C)C)c(=O)c2c1c1ccccc1n2C	99.9	1.2	97.0	92.7	93.9	12.8	101.8	97.8
2	O=C(Nc1cc2c3c(c1)CC(=O)N3CCC2)c1c(F)cccc1F	104.4	0.1	95.2	102.4	96.6	-0.9	100.3	94.9
3	O=C(CNc1ccccc1)c1ccc([N+](=O)[O-])cc1	108.2	0.1	100.1	107.8	104.4	63.4*	103.3	90.2
4	COc1ccc(-c2nnc(NC(=O)C(C)C)s2)c(OC)c1	93.2	0.0	97.8	97.4	89.7	27.3	96.8	104.7
5	O=[N+]([O-])c1cc(C(F)(F)F)ccc1-n1nnc2ccccc21	95.8	-0.1	90.6	101.0	106.0	14.2	106.1	94.0
6	Cc1ccc(/C=C/c2ccc(=O)n(Cc3ccc(F)cc3)n2)cc1	112.8	0.5	113.7	118.6	105.9	18.6	99.8	98.7
7	C=CCn1c2ccccc2c2nnc(SCC(=O)Nc3cc(C)on3)nc21	95.7	0.1	97.3	98.8	98.2	2.1	101.6	102.3
8	O=C(O)CSCC(=O)N1CCCN(c2nc3ccc(Cl)cc3s2)CC1	103.9	0.0	110.5	97.8	100.9	-4.2	98.6	97.1
9	CCOc1ccc(NC(=O)NC(=O)N(C)S(=O)(=O)c2ccc(C)cc2)cc1	103.0	0.0	94.6	101.0	101.9	1.5	108.6	87.4
10	COc1ccc([C@H]2CC(=O)C=C(c3ccccc3)C2)cc1OC	96.6	0.1	111.2	89.7	91.0	12.2	92.0	115.4
11	COC(=O)c1c(C(=O)OC)c(-c2ccc(OC)cc2)n2c1CCC2	108.2	-0.1	98.0	112.3	108.0	5.0	112.2	100.1
12	O=C(CSc1nnnn1-c1cccnc1)Nc1ccc(F)cc1F	100.8	-0.1	103.1	105.3	103.2	4.6	103.6	106.1
13	COc1ccc(CNC(=O)CSc2nnc3c(n2)[nH]c2ccc(OC)cc23)cc1	100.5	0.0	90.2	100.2	106.2	3.9	101.8	99.2
14	Cc1nnc(SCC(=O)N2CCCCCC2)n(N)c1=O	93.5	-0.2	91.7	104.5	109.1	-0.4	97.8	120.8
15	C[C@H](NC(=O)c1nc[nH]c1C(=O)N[C@@H](CCCCNC(=O)OC(C)(C)C)C(=O)OC(C)(C)C)C(=O)OCc1ccccc1	107.4	0.1	94.1	108.3	107.7	5.8	107.9	95.3
16	CC1CCCN(CCCNC(=O)C2CCN(S(=O)(=O)N3CCC4(CC3)OCCO4)CC2)C1 (configuration not stated)	18.3	-0.2	86.2	120.2	105.2	1.0	47.1*	118.2
17	CCN(CC)S(=O)(=O)c1cccc(-c2nnc(SC(C)C(=O)NCCC3=CCCCC3)o2)c1 (configuration not stated)	102.5	0.2	109.0	100.5	98.2	-0.8	99.0	106.9
18	CCc1nc(N)c(C#N)c(-c2ccncc2)c1C	99.3	0.1	102.1	106.6	97.9	-4.7	100.8	91.1
19	C[C@H](CO)N1C[C@H](C)[C@@H](CN(C)Cc2ccc(Oc3ccccc3)cc2)Oc2c(NC(=O)C3CC3)cccc2C1=O	90.2	0.3	90.5	91.9	103.1	8.5	93.5	102.5
20	CCCCN(C)C(=O)c1nc2ccccn2c1CNC1CCC1	106.9	-0.2	93.7	97.5	105.7	2.7	99.8	83.2
21	CN1CC(=O)N(C)c2ncn(Cc3ccccc3)c2C1=O	99.0	0.4	88.4	97.5	99.8	1.8	96.0	94.7
22	Cc1c(N(C)C(=O)c2ccccc2F)c(=O)n(-c2ccccc2)n1C	101.6	-0.2	103.3	100.2	105.8	0.0	99.0	106.0
23	O=C(O)c1ccccc1C(=O)NC1CCN(c2nccc(C(F)(F)F)n2)CC1	99.2	-0.5	97.9	104.8	106.6	-0.3	106.7	107.6
24	O=C(CSCC(=O)N1CCCc2ccccc21)Nc1nc(-c2ccccc2)cs1	116.8	0.1	114.1	101.0	131.2	24.1	111.1	86.7
25	O=C(CC1C(=O)NCCN1Cc1ccccc1)NCCC1=CCCCC1 (configuration not stated)	21.4	0.0	87.9	99.2	95.3	2.1	98.0	83.8
26	CC(C)C(c1nnnn1C1CCCC1)N(C)C1CCCCC1 (configuration not stated)	100.0	-0.2	112.4	102.5	106.2	-1.1	102.6	99.0
27	NC(=O)CCS(=O)(=O)CCN1CCN(S(=O)(=O)c2ccc3c(c2)CCC3)CC1	98.6	0.2	93.8	102.2	95.7	-0.6	97.3	105.3
28	CCOc1ccccc1OCC(=O)Nc1nnc(C)s1	94.8	-0.1	98.7	102.1	96.8	3.5	94.6	123.1
29	CN1CCc2c(sc3c2C(=O)NC(c2cn(Cc4ccccc4)c4ccccc24)N3)C1 (configuration not stated)	84.3	0.3	109.6	105.1	84.0	32.8	92.9	103.7
30	CCN(CC)CCNC(=O)c1ccc2c(c1)ncn2C1CCCCC1	104.4	-0.1	105.4	105.1	104.4	1.4	102.8	110.3
31	CCN(CC)S(=O)(=O)c1cccc(-c2nnc(SCCOc3ccc(Cl)cc3)o2)c1	84.4	0.0	.	99.9	79.3	0.2	88.8	101.8
32	O=C1N[C@@H](Cc2ccccc2)C(=O)N2[C@@H]3N(S(=O)(=O)c4ccccc4)c4ccccc4[C@]3(Br)C[C@@H]12	91.3	0.3	107.4	93.7	92.6	0.8	104.4	103.1
33	O=C(Nc1ccc(Cl)cc1)c1cccs1	105.4	0.1	94.6	103.2	102.3	13.2	104.6	101.7
34	CN(C)S(=O)(=O)c1cc(NC(=O)COC(=O)C2COc3ccccc3O2)ccc1Cl (configuration not stated)	85.2	0.1	82.2	77.4	85.5	0.0	87.8	82.8
35	COc1cccc(/C=C2\SC(=S)N(CCC(=O)N3CCCCC3CCO)C2=O)c1 (configuration not stated)	96.1	0.1	95.7	96.9	88.5	1.5	99.7	116.3
36	N#CCCN(C(=O)COC(=O)c1cccc(S(=O)(=O)N2CCCC2)c1)c1ccc(F)cc1	85.1	0.1	77.2	92.5	86.2	-1.8	97.4	104.0
37	Cc1cnn(CCC(=O)NNC(=S)Nc2ccc(F)cc2)c1	106.2	0.1	101.0	102.1	108.1	3.7	98.1	87.7
38	CCCCCCC(=O)N1CCC(c2nc3c(nnn3Cc3ccccc3Cl)c(=O)[nH]2)CC1	100.8	0.0	93.4	101.9	.	-0.9	102.3	116.1
39	Cc1ccccc1NC(=O)NCCc1ccc(Cl)cc1	100.2	-0.1	100.9	103.3	105.3	1.2	99.9	94.1
40	CCn1cc(C(=O)O)c(=O)c2cc(F)c(N3CCN(S(=O)(=O)c4ccc(Br)cc4)CC3)cc21	109.1	-0.2	102.7	109.1	109.9	1.2	112.1	100.1
41	O=C1CCc2cc(S(=O)(=O)N3CCC(C(=O)NCCC4=CCCCC4)CC3)ccc2N1	98.9	-0.1	96.2	105.7	98.5	-3.0	98.5	109.1
42	O=C(Nc1ccc(F)cc1)NC1CCCCC1	110.6	0.0	107.6	97.7	97.0	1.0	99.1	87.0
43	Cn1c(CSCc2ccccc2)n[nH]c1=S	102.2	0.2	94.3	104.7	99.0	0.7	104.1	98.3
44	Cc1cccc(C)c1NC(=O)c1cc(S(=O)(=O)N2CCc3ccccc32)cn1C	86.1	-0.1	92.5	91.0	83.8	-0.9	84.1	104.2
45	CCNC(=S)Nc1ccc(OCC)cc1	93.2	0.4	105.7	98.8	93.7	7.1	103.4	116.5
46	COc1ccc(C2C(C(=O)C(C)(C)C)=C(O)C(=O)N2Cc2ccccc2)cc1 (configuration not stated)	91.5	0.2	77.2	89.5	90.7	0.3	102.1	83.4
47	CC1(OC(=O)C2CCCC2)C(=O)C=C2C=C(c3ccsc3)N(Cc3ccccc3)C=C2C1=O (configuration not stated)	85.3	0.1	103.5	93.7	92.6	8.2	99.3	106.4
48	Clc1ccccc1-c1nc(-c2ccc(Br)o2)no1	98.5	0.0	93.5	110.6	111.7	100.5*	100.7	103.7
49	C=CCNc1ccc(N2C(=O)CCCC2=O)cc1[N+](=O)[O-]	100.9	0.1	89.9	100.5	101.4	-0.1	102.6	123.3
50	CNC(=O)c1c(C)[nH]c(=S)c(C#N)c1-c1ccco1	125.3	-0.1	113.7	116.1	105.6	-1.4	113.2	100.9

Profiles, looked up by structure. Order of screens: AGP1 TOR yeast, Efflux pump inh, LAP4 TOR yeast, MEP2 TOR yeast, CIT2-GFP yeast, AHR activator, RPL19A TOR yeast, CR mimetic SO
Record of CC1(OC(=O)C2CCCC2)C(=O)C=C2C=C(c3ccsc3)N(Cc3ccccc3)C=C2C1=O (configuration not stated) → 85.3, 0.1, 103.5, 93.7, 92.6, 8.2, 99.3, 106.4
Record of C=CCNc1ccc(N2C(=O)CCCC2=O)cc1[N+](=O)[O-] → 100.9, 0.1, 89.9, 100.5, 101.4, -0.1, 102.6, 123.3

New compounds follow.
No.	Molecule	AGP1 TOR yeast	Efflux pump inh	LAP4 TOR yeast	MEP2 TOR yeast	CIT2-GFP yeast	AHR activator	RPL19A TOR yeast	CR mimetic SO
51	COc1ccc(S(=O)(=O)N2CCN(C(=O)c3ccc(C)o3)CC2)cc1	101.2	0.2	102.0	99.4	99.3	1.2	101.1	107.3
52	O=C(CN(c1ccc(F)cc1)S(=O)(=O)c1ccccc1)NCCSC1CCCCC1	97.6	4.9	93.8	103.6	102.9	0.5	101.0	92.8
53	COc1cc(C2C(C(=O)c3ccco3)=C(O)C(=O)N2c2cc(C)on2)ccc1OCc1ccccc1 (configuration not stated)	96.1	0.3	90.7	93.0	94.2	2.3	97.3	100.5
54	CSc1nc2ccc(NS(=O)(=O)c3ccc(Cl)s3)cc2s1	94.9	-0.2	102.8	99.5	100.8	-2.3	95.2	93.9
55	Cc1cccc(N2CCN(C(=O)C(Cc3ccccc3)NC(N)=O)CC2)c1C (configuration not stated)	99.3	0.1	109.3	115.0	105.2	1.3	99.8	91.1
56	O=C(COc1nsnc1N1CCOCC1)Nc1ccc(Cl)cc1	101.6	-0.2	93.3	106.5	100.7	37.5	105.0	106.3
57	Nc1c(-c2ccc(Cl)cc2)cnc2c(-c3ccccc3)cnn12	99.0	-0.1	100.9	94.5	107.3	13.8	88.8	96.2
58	CCN(CC)CCOC(=O)c1ccc(Cl)cc1	99.4	-0.1	93.1	106.3	98.8	0.1	94.1	103.0
59	Cc1ccccc1C(=O)Nc1c(C(=O)N2CCN(C)CC2)cnn1-c1ccccc1	98.9	4.4	99.3	104.0	102.2	8.1	110.6	95.7
60	CCCNC(=O)Cn1cccc1C(=O)c1ccccc1	43.4	0.0	98.3	121.8	111.0	-0.5	93.4	100.1
61	CN1CCN(S(=O)(=O)c2ccc(NC(=O)c3ccc(Br)s3)cc2)CC1	101.6	-0.1	97.0	100.6	89.5	3.3	96.5	107.5
62	OC(Cc1nc2ccccc2[nH]1)c1ccccc1Cl (configuration not stated)	97.7	0.1	104.2	99.0	92.2	-2.5	99.4	107.7
63	Cc1ccc(C)c(NC(=O)CSc2ccc(-c3ccco3)nn2)c1	112.2	0.0	106.3	103.7	104.9	7.9	102.9	103.4
64	Cc1ccc(C)c(NC(=S)N(C)CCc2ccccn2)c1	93.6	-0.1	82.5	93.4	93.2	0.1	95.2	83.2
65	COc1cc(OC)cc(C(=O)Nc2ccccc2NC(C)=O)c1	79.6	0.3	82.6	86.5	81.6	42.0	84.2	102.8
66	CCn1cc([N+](=O)[O-])c(C(=O)N2N=C(c3ccc4ccccc4c3)CC2c2cc(Br)ccc2O)n1 (configuration not stated)	93.8	0.0	95.8	98.0	94.4	2.6	96.7	115.7
67	O=S(=O)(Nc1nnc(C(F)(F)F)s1)c1ccc(Cl)cc1	100.3	0.0	89.5	101.8	97.0	-1.4	101.0	101.2
68	NC(=O)c1ccccc1OCC(=O)NS(=O)(=O)c1ccc(Cl)cc1	99.0	0.6	95.9	97.2	85.6	1.2	96.6	84.5
69	O=C(CO/N=C1\CCCc2nonc21)Nc1ccc(Br)cc1	104.7	-0.1	96.9	105.2	102.6	77.5*	101.9	96.2
